KAT2A inh: qHTS Assay for Inhibitors of GCN5L2; AID 504327, 2011; GCN5L2 HAT assay, ThioGlo1 CoA-SH fluorescence; 390,000 compounds, 0.21% hits; Potency, µM (top dose mostly 58.9 µM), inactives show at the top dose activity change, negative = inhibition, most hits filed as inhibitors
Target sequence (Q92830 whole entry, looked up): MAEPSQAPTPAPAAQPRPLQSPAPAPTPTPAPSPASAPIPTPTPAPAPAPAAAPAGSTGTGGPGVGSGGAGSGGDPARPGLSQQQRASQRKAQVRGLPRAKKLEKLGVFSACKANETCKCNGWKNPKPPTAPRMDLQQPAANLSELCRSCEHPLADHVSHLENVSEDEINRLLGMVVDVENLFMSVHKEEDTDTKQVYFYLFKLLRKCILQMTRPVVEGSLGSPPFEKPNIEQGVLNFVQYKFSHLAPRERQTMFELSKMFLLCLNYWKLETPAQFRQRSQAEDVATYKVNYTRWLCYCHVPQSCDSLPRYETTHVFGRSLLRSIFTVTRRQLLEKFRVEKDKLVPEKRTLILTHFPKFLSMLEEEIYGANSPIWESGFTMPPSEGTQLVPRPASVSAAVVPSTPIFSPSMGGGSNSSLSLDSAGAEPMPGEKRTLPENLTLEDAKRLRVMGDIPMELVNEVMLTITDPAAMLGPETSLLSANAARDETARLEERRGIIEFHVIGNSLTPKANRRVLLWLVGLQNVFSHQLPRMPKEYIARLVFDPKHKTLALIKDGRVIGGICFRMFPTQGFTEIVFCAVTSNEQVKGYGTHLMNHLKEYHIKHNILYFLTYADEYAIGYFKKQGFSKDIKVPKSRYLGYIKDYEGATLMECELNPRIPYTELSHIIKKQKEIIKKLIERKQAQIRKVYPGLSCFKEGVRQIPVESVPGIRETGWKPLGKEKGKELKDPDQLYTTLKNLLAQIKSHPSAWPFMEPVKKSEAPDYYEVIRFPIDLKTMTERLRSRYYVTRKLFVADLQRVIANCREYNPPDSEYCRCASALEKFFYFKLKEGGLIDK
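qHTS, 1536-well. 20nM enzyme, pH 7.5 HEPES/EDTA/Tween-20 buffer; 15 min compound preinc., RT. Start: 75uM H3(1-25), 70uM AcCoA, 50uM ThioGlo1. Read Ex340/Em540 at t=0 (autofluorescence flag) and t=20 min.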
TDP1 block: qHTS Assay for Inhibitors of Tyrosyl-DNA Phosphodiesterase (TDP1); AID 485290, 2010; recombinant TDP1, AlphaScreen DNA substrate cleavage; Potency, µM (top dose mostly 130 µM), inactives show at the top dose activity change, negative = inhibition, usual class: inhibitors; Tyrosyl-DNA phosphodiesterase 1 (Homo sapiens), Q9NUW8; 350,000 compounds, 0.28% hits; note: nearly all actives have a fitted effect of over 40% in size
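Here, a 5' biotin and 3' phosphotyrosine-FITC DNA oligonucleotide reports Tdp1 activity: intact substrate bridges AlphaScreen beads, while cleavage leaves a 3' phosphate and drops signal. All incubations at room temperature.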
DT40 TDP1 no CPT: qHTS for Inhibitors of human tyrosyl-DNA phosphodiesterase 1 (TDP1): qHTS in cells in absence of CPT; DT40 Tdp1-/- hTDP1 cells, no CPT, ATP luminescence, 48 h; 420,000 compounds, 15% hits; AID 686978, 2013; Potency, µM (series often up to 46.2 µM), without a hit: at the top dose activity change, negative = growth inhibition, usual class: inhibitors; note: nearly all actives have a fitted effect of over 55% in size
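Cells were dispensed at 400 per well, compounds added by pin tool, plates incubated ≥48 hr at 37 °C, then CellTiter-Glo added for 30 min at room temperature before luminescence reading. Line: DT40 Tdp1-/- complemented with hTDP1; camptothecin omitted.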
The depositor's hits bear a star; ? = inconclusive; nt = no result given; & = joins results of further samples; [ ] = dose if it differs, or a comment. Calls come from the whole dose curve; as a rule, active = well fitted curve in the direction sought with a large enough effect; inconclusive = small, poorly fitted or top-dose-only effect, or another doubt; inactive = no such curve, though single readings can be large; an effect the other way counts as inactive or inconclusive. % is set by controls: 0 for no effect and ±100 for the full control effect; potency is the fitted concentration of half-maximal effect.

SMILES,KAT2A inh,TDP1 block,DT40 TDP1 no CPT
O=C(c1ccco1)N1CCN(S(=O)(=O)c2ccc3c(c2)OCCO3)CC1,-14%,5%,?
Cc1noc(C)c1C(=O)N1CCC2(CCCN(c3ncccn3)C2)CC1,-10%,nt,-10%
c1ccc(Nc2ccnc(Nc3ccccc3)n2)cc1,-8%,3%,21µM*
NS(=O)(=O)c1ccc(NN=C2CCN(Cc3ccccc3)CC2)c([N+](=O)[O-])c1,-1%,6%,9%
Cc1cccc(-c2noc(CCC(=O)Nc3ccc(C(N)=O)cc3)n2)c1,-8%,nt,-4%
Cc1ccc(NC(=O)CSc2n[nH]c(=O)n2C2CC2)cc1S(=O)(=O)N1CCOCC1,3%,0%,-26%
Cc1cccc(NC(=O)c2cc(NC(=O)C3CC=CCC3C(=O)O)ccc2N2CCOCC2)c1 (stereo unspecified),1%,6%,-2%
O=C1C2CCCN2C(c2ccccc2)N1c1ccc(F)cc1 (stereo unspecified),-6%,2%,-3%
Nc1nc(-c2ccc3c(c2)CCC(=O)N3)cs1,-6%,-3%,0%
Cc1cc(C)nc(NS(=O)(=O)c2ccc(NC(=O)c3cc(-c4ccccc4)nc4ccccc34)cc2)n1,-18%,5%,?
CCCCN(Cc1ccccc1)C(=O)c1oc(=O)c2ccccc2c1-c1ccc(C)cc1,-11%,0%,?
Cc1ccc(CNC(=O)C2CC(c3cccc([N+](=O)[O-])c3)=NO2)cc1 (stereo unspecified),-5%,6%,-10%
O=C(NNC1=NC2(CCCC2)Cc2ccccc21)c1ccncc1,-8%,6%,-15%
COc1ccc(CN(C)Cc2nc3cc(OC)c(OC)cc3c(=O)[nH]2)c(OC)c1,-6%,3%,?
Cc1ccc(C(=O)COC(=O)CNC(=O)c2ccco2)cc1,-12%,3%,1%
O=C(NCc1cn(-c2ccccc2)nc1-c1ccccc1)c1cc([N+](=O)[O-])cc([N+](=O)[O-])c1,-2%,6%,?
Cn1c(SCC(=O)Nc2ccccc2)nnc1-c1ccc2nonc2c1,-14%,4%,-26%
CC(=O)c1ccc(N2C(=O)C3C4C=CC(CC4)C3C2=O)cc1 (stereo unspecified),26%,nt,17%
CCCN=C1N(CC)C[C@@H]2[C@@H]3C(=O)N(C)C(=O)[C@@H]3[C@](C)(C(=O)OC)N12,-7%,nt,-8%
CN(Cc1ccccc1)S(=O)(=O)c1ccc(Cl)nc1,1%,-1%,-4%
COc1cc(N)c(Cl)cc1C(=O)OCC(=O)N(C)C1CCCCC1,-4%,0%,7%
COc1ccc2nc(N(Cc3cccnc3)C(C)=O)sc2c1,-10%,3%,4%
CCOc1ccc(CNC(=O)c2ccc(Sc3ccc(Cl)cc3)c(NC(C)=O)c2)cc1OC,-4%&6%,5%&1%,21µM*
COc1cc(O)c(CCC(=O)c2ccc(OC)c(OC)c2)c(OC)c1,-22%,4%,?
FC(F)C(F)(F)c1cc(-c2ccccc2)n[nH]1,-2%,nt,-10%
COCCc1nc2ccc(C(=O)N3CCCCC3COC)cc2o1 (stereo unspecified),-1%,0%,0%
CCCNC(=O)Cn1c(=O)n(CC2CCC(C(=O)NC)CC2)c(=O)c2sccc21 (stereo unspecified),-4%,5%,7%
COCCCC1CCN(C(=O)c2cc(COc3ccc(C)nc3)on2)CC1,-4%,5%,10µM*
C=C(C)COc1ccc(-c2nc(N)nc(C)c2Oc2ccccc2OC)c(O)c1,0%,6%,?
CCCCc1nc2ccccc2n2c(-c3ccc(OC)cc3)c3c(=O)n(C)c(=O)n(C)c3c12,-4%,1%,18µM*
CN(CC(=O)Nc1ccc(F)c(F)c1F)c1cnccn1,-8%,-1%,nt
CCOC(=O)c1cc(=O)[nH]c2ccccc12,-2%,-3%,-22%
CC(=O)c1cn(Cc2ccccc2)c(=O)n(Cc2ccc(F)cc2)c1=O,-2%,-4%,-14%
CCNc1nc(NCC)nc(N/N=C/c2ccc(O)c(O)c2)n1,-3%,5%,-4%
Cc1cc(-n2c(C)cc(C(=O)CSc3ccc4c(c3)OCCO4)c2C)no1,-11%,4%,26µM*
Cc1cnc(C(=O)OCC(=O)NC(C)CCc2ccccc2)cn1 (stereo unspecified),0%,2%,20%
CC1(C)CC(NS(=O)(=O)c2ccc(Cl)cc2)CC(C)(C)N1,-10%,nt,-22%
O=C(CCC(NC(=O)OCc1ccccc1)C(=O)O)OCc1ccccc1 (stereo unspecified),?,nt,1%
CN(C)c1ncc2ncc(=O)n(C)c2n1,-22%,nt,-28%
O=C(c1cc(-c2ccccn2)nc2ccc(Br)cc12)N1CCN(S(=O)(=O)c2ccccc2)CC1,-10%,6%,?
Cc1ccc(NC(=O)CN(C)S(=O)(=O)c2ccc3c(c2)n(C)c(=O)c(=O)n3C)cc1,-4%,0%,-3%
COC(=O)c1ccccc1NC(=O)c1ccc(NS(C)(=O)=O)cc1,-3%,7%,-14%
COc1ccccc1N1CCN(C(=O)CCNC(=O)Cn2ccc3ccccc3c2=O)CC1,-4%,12%[0.0935 µM],-17%
Cc1cc(C)c(S(=O)(=O)Nc2ncccc2C)c(C)c1,-8%,nt,?
CCOC(=O)c1c(NC(=O)CSc2nnc3ccccn23)sc2c1CCC2,-2%,0%,?
CC(C)(C)c1ccc(OCC(=O)N(c2ccccn2)C2CCCCC2)cc1,5%,3%,15µM*
O=C(NC(=S)N1CCN(C/C=C/c2ccccc2)CC1)c1ccc(F)cc1,-1%,3%,?
COc1ccc(OCCSc2nc(C)c(Cc3ccccc3)c(=O)[nH]2)cc1,-1%&0%,2%&6%,?
CCN(CC)S(=O)(=O)c1ccc(Cl)c(C(=O)Nc2cc(C)nn2-c2ccccc2C(F)(F)F)c1,15%,3%,nt
CCc1ccc(OC(C)C(=O)Nc2ccc(S(=O)(=O)Nc3cc(C)on3)cc2)cc1 (stereo unspecified),-2%,nt,-4%

Additional compounds:
SMILES,KAT2A inh,TDP1 block,DT40 TDP1 no CPT
Cc1cccc(NS(=O)(=O)c2ccc3c(c2)CC(C)N3C(=O)C2CCC2)c1C (stereo unspecified),-16%,9%,18µM*
Cc1ccc(SCC(=O)NCCc2ccc(F)cc2)cc1,-5%,0%,-27%
CN(C(=O)c1cc2ccccc2cc1O)C1CCCCC1,-4%,0%,-14%
Cc1oc(S(=O)(=O)N2CCOCC2)cc1C(=O)Nc1ccc(Cl)cc1,-3%,1%,-29%
COC(=O)c1cc(NC(=O)c2ccccc2)c(=O)oc1C,-3%,-3%,-17%
O=C(NCCCN1CCOCC1)c1ccc(NC(=O)C2COc3ccccc3O2)cc1 (stereo unspecified),1%,6%,-4%
Cc1cc(C)nc(SCc2nnc(SCC(=O)Nc3c(C)cccc3C)o2)n1,-2%,-2%,-12%
OCC1(CCc2ccccc2)CCCN(CCCc2ccccc2)C1 (stereo unspecified),-5%,nt,?
COc1ccnc(Oc2ccc(F)cc2)c1C(=O)N/C=N/OCc1ccc(Cl)cc1Cl,-4%,-1%,?
NC(=O)C1CCN(C(=O)CN(c2cccc(C(F)(F)F)c2)S(=O)(=O)c2ccccc2)CC1,-5%,4%,-17%
C=CC(=O)N1CCCC(Nc2nc(Nc3ccc(N(C)C(=O)CC)cc3C)nc3nc[nH]c23)C1 (stereo unspecified),-4%,0%,-12%
CCC(=O)Nc1cc(=O)[nH]c2ncnn12,2%,2%,-13%
Cc1ccc(C2CCN(C(=S)NC(C)C)C2)cc1 (stereo unspecified),-3%,5%,?
CCC1CCCCN1CCCNC(=O)CC1Oc2ccccc2NC1=O (stereo unspecified),-3%,4%,?
Cc1cc2cc(CN(CCCN3CCOCC3)C(=O)NC3CCCCC3)c(=O)[nH]c2cc1C,-24%,-3%,?
COc1cccc(CSc2nnc(-c3ccncc3)n2N)c1,2%,nt,-1%
Cc1nc(C)c(-c2csc(NCc3ccco3)n2)s1,-3%,2%,?
Cc1cccc(Cn2c(N3CCCCC3C)nc3c2c(=O)[nH]c(=O)n3C)c1 (stereo unspecified),-1%,8%,?
CCn1c(CNc2nc(-c3ccccc3)cs2)nnc1SCC(=O)NCc1ccccc1,-11%,7%,-26%
O=C(CCNS(=O)(=O)c1c(Cl)cccc1Cl)N1CCCC1,-3%,1%,19%
O=C(CSc1ncn[nH]1)Nc1ccc(Br)cc1Br,-3%,3%,-4%
Cc1ccccc1C(=O)Nc1ccc2c(c1)OCO2,-1%,-2%,?
O=C(NC(=S)N1CCc2ccccc21)c1ccccc1,-1%,5%,18µM*
CCOc1ccc(N2CCn3c2nc2c3c(=O)n(CCc3ccccc3)c(=O)n2C)cc1,-5%,4%,nt
O=C(Nc1ccc(S(=O)(=O)N2CCCC2)cc1Cl)C1=COCCO1,5%,0%,-23%
COCCCNC(=O)COC(=O)c1ccc(-c2nc3ccccc3s2)s1,-5%,3%,-10%
COc1ccc(C2=NN(C(=O)c3cccs3)C(c3ccc(OC)cc3)C2)cc1 (stereo unspecified),-12%,3%,18µM*
Cc1ccc(CNC(=O)COCc2cc(-c3ccc4c(c3)OCO4)on2)cc1,0%,-2%,?
NNC(=O)COc1ccc(C2SCCS2)cc1,-20%,6%,2%
OCC[C@H]1C[C@H](O)[C@@H](O)[C@@]2(CCc3ccccc3CO2)O1,-1%,-2%,-1%
CNc1c(-n2cc(C(=O)OC)c(C(=O)OC)c2C(=O)OC)c(=O)n(C)c(=O)n1C,-37%,4%,9%
Cc1noc(-c2ccc(N(C)Cc3ccccc3)c([N+](=O)[O-])c2)n1,1%,9%,16µM*
CC(=O)Nc1ccc(S(=O)(=O)NCc2ccc(C)cc2)cc1,-6%,6%,?
COc1ccccc1-n1cc(C(=O)NCC(=O)N2CCN(c3ccccn3)CC2)c2ccccc2c1=O,0%,1%,?
O=C(CSc1ncn[nH]1)Nc1ccccc1Sc1ccc(Cl)cc1,-9%,7%,?
CCOC(=O)c1cnn2c(C)cc(-c3ccccc3)nc12,-13%,-2%,-1%
COC(=O)c1ccccc1NC(=O)Nc1cnccn1,-5%,9%,12%
Cc1nnc(NC(=O)C23CC4CC(CC(C4)C2)C3)s1,-11%,nt,8%
O=C(NCc1cccnc1)C1CCN(Cc2cc3ccccc3n2Cc2ccccc2)CC1,6%,5%,13µM*
CC1=CC(C)(C)N(C(=O)CSc2nnc(N)s2)c2cc(C)c(C)cc21,-7%,1%,?
Cc1nc2c(C#N)cnn2c2c1CCN(Cc1ccccc1)N2C,-5%,0%,?
O=C(O)c1cc(S(=O)(=O)Nc2ccc3cn[nH]c3c2)ccc1O,-1%,2%,0%

A different layout for some results above:
Below each compound: KAT2A inh | TDP1 block | DT40 TDP1 no CPT
Cc1ccc(CNC(=O)COCc2cc(-c3ccc4c(c3)OCO4)on2)cc1
→ 0% | -2% | ?
NNC(=O)COc1ccc(C2SCCS2)cc1
→ -20% | 6% | 2%
OCC[C@H]1C[C@H](O)[C@@H](O)[C@@]2(CCc3ccccc3CO2)O1
→ -1% | -2% | -1%
CNc1c(-n2cc(C(=O)OC)c(C(=O)OC)c2C(=O)OC)c(=O)n(C)c(=O)n1C
→ -37% | 4% | 9%
Cc1noc(-c2ccc(N(C)Cc3ccccc3)c([N+](=O)[O-])c2)n1
→ 1% | 9% | 16µM*
CC(=O)Nc1ccc(S(=O)(=O)NCc2ccc(C)cc2)cc1
→ -6% | 6% | ?
COc1ccccc1-n1cc(C(=O)NCC(=O)N2CCN(c3ccccn3)CC2)c2ccccc2c1=O
→ 0% | 1% | ?
O=C(CSc1ncn[nH]1)Nc1ccccc1Sc1ccc(Cl)cc1
→ -9% | 7% | ?
CCOC(=O)c1cnn2c(C)cc(-c3ccccc3)nc12
→ -13% | -2% | -1%
COC(=O)c1ccccc1NC(=O)Nc1cnccn1
→ -5% | 9% | 12%
Cc1nnc(NC(=O)C23CC4CC(CC(C4)C2)C3)s1
→ -11% | nt | 8%
O=C(NCc1cccnc1)C1CCN(Cc2cc3ccccc3n2Cc2ccccc2)CC1
→ 6% | 5% | 13µM*

Bioassay records: PubChem, National Center for Advancing Translational Sciences (NCATS)

This is a subset (hit frequency here may not be typical).
